Compound activity (PubChem)
KDM5B inh – blocks human KDM5B histone demethylase activity; hit rate 2.6% among 220,000; Potency, µM (titrated, usually from 57.7 µM), inactives show top-dose activity change, negative = inhibition, most hits filed as inhibitors; Q9UGL1; KDM5B demethylase, FDH-coupled NADH fluorescence (FDH is formaldehyde dehydrogenase); AID 1347165; active means well fitted inhibition curve with a large enough effect; inconclusive means small, poorly fitted or top-dose-only effect; inactive means no such curve, though single readings can be large or run the other way; further: 0% is about no effect; nearly all actives have a fitted effect of over 70% in size
Target sequence (Q9UGL1 whole entry, looked up): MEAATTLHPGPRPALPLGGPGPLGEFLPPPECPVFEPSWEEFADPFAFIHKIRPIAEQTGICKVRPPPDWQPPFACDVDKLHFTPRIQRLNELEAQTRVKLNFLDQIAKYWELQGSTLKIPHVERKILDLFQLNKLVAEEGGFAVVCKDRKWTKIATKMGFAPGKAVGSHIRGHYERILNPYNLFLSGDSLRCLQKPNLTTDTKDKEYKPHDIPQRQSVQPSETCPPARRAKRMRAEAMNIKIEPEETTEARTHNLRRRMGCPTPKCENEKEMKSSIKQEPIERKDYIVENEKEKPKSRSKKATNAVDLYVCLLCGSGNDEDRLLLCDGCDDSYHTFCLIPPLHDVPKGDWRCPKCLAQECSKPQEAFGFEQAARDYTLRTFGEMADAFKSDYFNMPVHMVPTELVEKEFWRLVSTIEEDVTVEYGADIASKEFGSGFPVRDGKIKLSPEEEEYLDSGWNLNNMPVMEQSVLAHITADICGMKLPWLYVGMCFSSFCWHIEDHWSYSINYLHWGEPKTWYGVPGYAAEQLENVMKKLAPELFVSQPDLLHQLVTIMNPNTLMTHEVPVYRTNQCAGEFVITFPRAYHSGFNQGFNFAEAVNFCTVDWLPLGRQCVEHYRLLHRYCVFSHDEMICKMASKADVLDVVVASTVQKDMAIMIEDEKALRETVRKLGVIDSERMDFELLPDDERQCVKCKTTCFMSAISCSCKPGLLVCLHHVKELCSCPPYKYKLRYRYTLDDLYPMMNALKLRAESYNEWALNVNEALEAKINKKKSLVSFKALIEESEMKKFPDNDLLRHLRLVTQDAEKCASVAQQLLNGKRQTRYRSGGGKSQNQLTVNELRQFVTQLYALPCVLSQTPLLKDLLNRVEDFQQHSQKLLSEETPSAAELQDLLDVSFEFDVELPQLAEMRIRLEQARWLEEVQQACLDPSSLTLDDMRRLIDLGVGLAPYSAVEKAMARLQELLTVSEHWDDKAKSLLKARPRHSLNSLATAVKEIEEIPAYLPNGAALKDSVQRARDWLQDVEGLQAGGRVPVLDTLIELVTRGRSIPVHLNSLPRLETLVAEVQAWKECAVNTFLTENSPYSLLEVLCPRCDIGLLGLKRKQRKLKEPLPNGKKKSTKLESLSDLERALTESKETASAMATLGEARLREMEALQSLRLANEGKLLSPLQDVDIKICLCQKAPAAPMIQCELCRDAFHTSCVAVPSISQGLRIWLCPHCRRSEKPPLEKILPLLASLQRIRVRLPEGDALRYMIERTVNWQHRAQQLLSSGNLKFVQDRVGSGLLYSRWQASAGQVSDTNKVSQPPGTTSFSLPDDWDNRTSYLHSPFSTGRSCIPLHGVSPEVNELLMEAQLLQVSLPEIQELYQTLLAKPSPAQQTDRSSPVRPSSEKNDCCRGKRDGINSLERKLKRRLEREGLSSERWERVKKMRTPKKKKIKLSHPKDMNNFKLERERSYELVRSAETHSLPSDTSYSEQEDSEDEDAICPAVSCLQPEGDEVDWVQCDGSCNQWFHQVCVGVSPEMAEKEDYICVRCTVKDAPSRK
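qHTS format, multiple compound concentrations. Buffer 50 mM HEPES pH 7.5/0.01% Tween-20; 200 nM KDM5BΔAP final; 10 min compound preincubation; substrate-mix levels 12.5 µM peptide, 25 µM α-KG, 0.25 mM NAD⁺; 30 min RT; ΔRFU.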
* marks the source's active call; other numbers are inactive results; ? = inconclusive; [ ] = remark or other dose. Potency means the concentration at half of the fitted maximal effect. Not all compounds are listed; count on the stated rates, not on these rows.

SMILES | KDM5B inh
COCCNc1cc(-c2cccc(C(F)(F)F)c2)nc2c(C)noc12 | -18.9%[86.2 µM]
COc1ccc(-c2cn3c(n2)sc2cc(C(=O)Nc4cc(OC)cc(OC)c4)ccc23)cc1 | ?
CCNC(=O)N(C1CC1)C1CCOC2(CCN(C(=O)Cc3cccc(C)c3)CC2)C1 (centres undefined) | 10.5%
CCOc1cc(=O)n2c(c1C(=O)Nc1cccc(Cl)c1F)CCCC2 | 10.4%
CNc1nc(N)c([N+](=O)[O-])c(NC2CCCCC2)n1 | 16.6%
O=C(CCn1ccc(=O)[nH]c1=O)N[C@H](c1ccccn1)C1CC(O)C1 (some centres undefined) | -17.2%
O=C(Cn1c(=O)ccc2cc(S(=O)(=O)N3CCCC3)ccc21)Nc1ccccc1 | -22.2%
COc1cc(/C=C/c2nc(C#N)c(N3CCN(C)CC3)o2)cc(OC)c1OC | ?
COC(=O)c1sccc1NC(=O)CC1C(=O)NCCN1C(=O)Nc1cc(Cl)ccc1OC (centres undefined) | 17.1%
COCCNC(=O)CCCn1c(SCC(=O)Nc2ccc(F)cc2)nc2c(sc3ccccc32)c1=O | -1.7%
CN1CCCC2(C1)CN(C)c1ccc(C(=O)NCCOc3ccccc3)cc12 (centres undefined) | 39.8µM*
CC(NC(=O)CCc1ncc(-c2ccccc2Cl)o1)c1ccc(S(N)(=O)=O)cc1 (centres undefined) | 9.9%
O=c1oc(-c2ccc(Cl)c(Cl)c2)nn1-c1ccc(C(F)(F)F)cn1 | 13.5%
Cc1cc(NC(=O)C(C)(C)C)cc(-c2nc3ncccc3o2)c1O | 4.0%
CC(=O)Nc1ccc(NC(=O)C2CCN(c3ccc4nnc(C(C)C)n4n3)CC2)cc1 | 6.8%
c1cnc2c(N3CCOCC3)nc(N3CCOCC3)nc2n1 | 13.3%
CC(=O)N1CCC(N2C[C@H](O)C[C@H]2c2nc(CS(=O)(=O)c3ccc(C)cc3)no2)CC1 | -16.0%
CCc1ccc(S(=O)(=O)c2cn(CC(=O)Nc3cccc(C)c3)c3ccc(Cl)cc3c2=O)cc1 | -9.2%
O=C(Cc1ccc(Cl)cc1)N1C[C@@H](CN2CCCCC2)[C@@H](CO)C1 | 27.9%
Cc1noc(-c2cccc(F)c2)c1C(=O)NCCc1cccc(Cl)c1 | -20.9%
CC1=C(c2ccc(F)cc2)S(=O)(=O)N=C1N1CCC(C(=O)NCCc2ccccc2C)CC1 | 10.1%
NC(=O)c1c(NC(=O)Cc2coc3cc4c(cc23)CCC4)sc2c1CCCC2 | -3.9%
CCOc1cc(C2c3c(oc4ccccc4c3=O)C(=O)N2Cc2ccc(OC)cc2)ccc1O (centres undefined) | 21.3%
CN(C)C(=O)c1csc(N2CCN(c3cccc(Cl)c3)CC2)n1 | -22.5%
COc1nccnc1NC1CCN(C(=O)c2cccs2)CC1 | 25.1µM*
The listing continues:
SMILES | KDM5B inh
CCC1(C)Cc2c(sc3nnn(CC(=O)Nc4cccc(Cl)c4)c(=O)c23)CO1 (centres undefined) | 9.2%
Cn1ccnc1C(=O)c1cccc(NC(=O)C(=O)NCc2ccccc2)c1 | 0.6%
CCOc1ccccc1NC(=O)c1nc(-c2ccc(OC)cc2)n(-c2ccccc2)n1 | ?
Cn1nccc1-c1ncc2c(n1)OCCN(Cc1ccccc1)C2=O | 4.4%[86.2 µM]
CCCN(CC1CCOC1)S(=O)(=O)c1ccc(Cl)s1 (centres undefined) | 10.4%
COc1ccc(Nc2oc(-c3ccc(COc4cccc(C)c4)o3)nc2C#N)cc1 | ?
CCc1ccccc1NC(=O)c1nnn(-c2ccc(F)cc2)c1C | 2.2%
Cc1cccc(NC(=O)CSc2nc(C)c(Cc3ccccc3)c(=O)[nH]2)c1 | -1.0%
Cc1ccc(C)c(C(C)NC(=O)CC(C)(C(=O)O)c2ccccc2)c1 (centres undefined) | 24.2%
CCOc1ccc(/C=C/C(=O)Oc2ccc(Br)cc2)cc1 | -6.9%
Cc1ccc(-c2ccc(/C=C/C(=O)c3ccc(Cl)cc3)o2)cc1Cl | -3.8%
CCOc1ccc(C(=O)Nc2ccc(O)c(-c3nc4ccccc4o3)c2)cc1Br | 20.5%
Nc1n[nH]c(CC(=O)N(Cc2ccccc2)C2(C(=O)Nc3ccccc3)CCCCC2)n1 | -1.1%
CCC(C)[C@H](NC(=O)NC1CCCc2ccccc21)C(=O)OC (some centres undefined) | 5.8%
Clc1cc(Br)ccc1NCc1cccnc1 | 35.8%
Cc1cccc(OCC(=O)Nc2nonc2-c2ccc(Br)cc2)c1C | -15.4%
CCCOc1ccc(C(=O)CCC(=O)OCC(=O)Nc2c(C)cc(C)cc2Cl)cc1 | -7.1%
Cc1ccccc1NC(=O)Cn1c(=O)n(CCCC(=O)NCc2ccc3c(c2)OCO3)c(=O)c2ccccc21 | -8.8%
CCc1ccccc1N1C(=O)N(Cc2cc(=O)n3ccccc3n2)c2ccccc2S1(=O)=O | ?
Cc1ccc(Cl)cc1-n1ncc2c(Nc3ccc4c(c3)OCCO4)ncnc21 | -2.3%
COc1ccccc1OCC(=O)N1CC[C@@](O)(C2CCOCC2)[C@H](C)C1 | 19.7%
Cc1ccc(NC(=O)Cn2nnc3sc4c(c3c2=O)CCC(C)C4)cc1 (centres undefined) | -16.2%
Cn1nc(C(=O)NCc2cccc(Cl)c2)c2c1-c1ccccc1S(=O)(=O)C2 | -8.5%
CC(C)CN(Cc1cccnc1)C1CN(S(=O)(=O)Cc2ccccc2)C1 | 15.6%
CCCS(=O)(=O)Nc1ccc([C@H]2OCC(=O)N(CC(=O)N(C)C)[C@@H]2CO)cc1 | ?
Further compounds:
SMILES | KDM5B inh
O=C(CCl)Nc1ccc2c(c1)CCC2 | 6.3%
O=C(c1cccnc1)N1CCCC(n2cc(-c3nc(-c4ccccc4)no3)nn2)C1 (centres undefined) | -27.8%
CCc1ccc(NC(=O)c2ccc(F)c(S(=O)(=O)NCCc3ccc(OC)c(OC)c3)c2)cc1 | ?
COc1cccc(C(c2sc3nc(-c4ccco4)nn3c2O)N2CCOCC2)c1 (centres undefined) | -15.4%
CN1c2cc(Cl)ccc2-c2nc(SCC(=O)Nc3ccc(F)cc3F)ncc2S1(=O)=O | -12.9%
O=C(NC1CC1)C1CCN(C(=O)c2ccccc2Cl)CC1 | 31.3%
CN(Cc1ccc2c(c1)OCCO2)CC(O)COc1ccccc1C(C)(C)C (centres undefined) | -11.4%
Cn1ccc(C(=O)NCc2nnc3n2C(C(=O)N2CCN(c4ncccn4)CC2)CC3)n1 (centres undefined) | -22.6%[115 µM]
COc1cc(NC(=O)Nc2c[nH]c(=O)[nH]c2=O)cc(OC)c1OC | ?
CCCc1sc(C(=O)OCCOc2ccc(S(N)(=O)=O)cc2)cc1CC | 8.7%
Cn1cnc(S(=O)(=O)N2CCC(c3noc(C4CC4)n3)C2)c1 (centres undefined) | -3.8%
CCC(C)NC(=O)NCCc1noc(-c2cccnc2)n1 (centres undefined) | 22.4%
COc1ccccc1N1CCN(C(=O)CC[C@]23CC[C@](C)(O)C[C@H]2C(C)(C)C[C@@H]3NC(=O)C2CC2)CC1 | -16.8%
O=C(C[C@@H]1O[C@H](CNC(=O)c2cccc(F)c2)[C@@H](O)[C@H]1O)Nc1ccccc1 | 21.0%[86.2 µM]
O=S(=O)(c1ccc(F)cc1)N1CCN(c2nc(-c3cccs3)nc3ccccc23)CC1 | -24.5%
NS(=O)(=O)c1ccc(N=Nc2c(O)c(C(=O)O)cc3ccccc23)cc1 | -33.1%
CCn1c(C)c(C(C)=O)c2cc(OCC(O)CN3CCCCC3)ccc21 (centres undefined) | 13.0%
CCCc1nc2ccccc2c(C(=O)OCC(=O)NCC(F)(F)F)c1CC | -6.8%
CSCC[C@H](NC(=O)Cc1c(C)c2c(cc(C)c3c(C)coc32)oc1=O)C(=O)O | ?
CCc1nc2nc(C)c(NS(=O)(=O)c3ccc(C)cc3)c(=O)n2[nH]1 | 3.3%
Cc1nn(-c2ccccc2)c(C)c1CC(=O)N1CCN(S(=O)(=O)c2ccccc2F)CC1 | -9.9%
Cc1cnc(C(=O)OCC(=O)N2c3ccccc3NC(=O)C2(C)C)cn1 | -11.2%
Cc1ccccc1Cn1c(N2CCN(Cc3ccccc3)CC2)nc2c1c(=O)[nH]c(=O)n2C | 13.5%
CCCNC(=O)N1CCCC(n2c(C)cnc2C2CC2)C1 (centres undefined) | -13.1%
Cc1cc2nc(SCC(=O)Nc3ccc4c(c3)OCO4)[nH]c2cc1C | -8.8%

Filtered by structure, those above containing a thiophene ring, fused or not.
SMILES | KDM5B inh
COC(=O)c1sccc1NC(=O)CC1C(=O)NCCN1C(=O)Nc1cc(Cl)ccc1OC (centres undefined) | 17.1%
COCCNC(=O)CCCn1c(SCC(=O)Nc2ccc(F)cc2)nc2c(sc3ccccc32)c1=O | -1.7%
NC(=O)c1c(NC(=O)Cc2coc3cc4c(cc23)CCC4)sc2c1CCCC2 | -3.9%
COc1nccnc1NC1CCN(C(=O)c2cccs2)CC1 | 25.1µM*
CCC1(C)Cc2c(sc3nnn(CC(=O)Nc4cccc(Cl)c4)c(=O)c23)CO1 (centres undefined) | 9.2%
CCCN(CC1CCOC1)S(=O)(=O)c1ccc(Cl)s1 (centres undefined) | 10.4%
Cc1ccc(NC(=O)Cn2nnc3sc4c(c3c2=O)CCC(C)C4)cc1 (centres undefined) | -16.2%
CCCc1sc(C(=O)OCCOc2ccc(S(N)(=O)=O)cc2)cc1CC | 8.7%
O=S(=O)(c1ccc(F)cc1)N1CCN(c2nc(-c3cccs3)nc3ccccc23)CC1 | -24.5%

Carrying on.
SMILES | KDM5B inh
C[C@@H]1CN(c2ccc(C(=O)N3CCC(N4CCOCC4)CC3)cn2)C[C@H](C)O1 | ?
CCc1ccc(-n2c(=O)c3c4c(sc3n(CC(=O)c3ccc(Cl)cc3)c2=O)CCC4)cc1 | -15.3%
CCc1ccc2occ(CC(=O)Nc3c(C(=O)Nc4ccc(C)cc4)oc4ccccc34)c2c1 | 5.8%
CCC1Oc2ccc(NC(=O)COc3ccccc3)cc2CN(Cc2ccc(OC)cc2)C1=O (centres undefined) | -5.1%
COc1ccc(CC(=O)Nc2nn(C)c3nc4c(C)cccc4cc23)cc1 | ?
CN(C(=O)NC1CCCC1)C1CCc2ccccc2C1 (centres undefined) | -0.9%[86.2 µM]
Cc1cc(C)cc(NC(=S)N[C@H]2CO[C@H]3[C@@H]2OC[C@H]3OC(=O)NC2CCCCC2)c1 | 4.1%[86.2 µM]
CCOC(=O)CCNC(=O)c1ccc(Br)cc1Cl | 15.3%
Cc1ccc(S(=O)(=O)N2CCN(C(=O)CSc3nc(C)cc(=O)[nH]3)C2)cc1 | -9.8%
Cc1ccc(C(=O)CC(=O)c2ccc(C)cc2)cc1 | 25.5%
COc1ccc(Cl)cc1NC(=O)[C@H]1C[C@@H]2CCCN2[C@]12C(=O)Nc1c(Cl)cc(C)cc12 | -5.2%
Cc1ccccc1Cn1c(SCc2ccc(C(=O)NC3CCCC3)cc2)nc2ccncc21 | 0.2%
Cn1nc(C(=O)Nc2cc(Cl)cc(Cl)c2)c2ccccc2c1=O | 24.1%
COc1ccc(NC(=O)c2sc(-c3ccco3)nc2-c2ccccc2)cc1OC | -15.8%
Cc1c(C)n(C)c2ccc(C(=O)N3CCN(c4ccccc4)CC3)cc12 | -17.6%
CCOc1ccc(C(=O)NCc2ccc3c(c2)CCN3C(=O)c2ccc(Cl)cc2)cc1 | -4.1%
Cc1ccc(CNS(=O)(=O)c2cc(-c3cc(C)no3)ccc2C)cc1 | -11.0%
Cc1cc2nc3c(=O)[nH]c(=S)[nH]c3nc2cc1NC(=O)C(F)(F)F | -35.6%
CCc1ccc(NC(=O)CSc2ccc3nc(-c4ccc(OC)cc4)cn3n2)cc1 | ?
CCOc1ccc(C(C)(C)CC)cc1-c1csc(N)n1 | ?
Cc1oc(-c2ccccc2)nc1C(=O)N(C)CC(=O)Nc1cccc(F)c1 | 0.5%
Cn1cccc1C(=O)NC[C@H]1O[C@@H](CO)[C@@H](O)C1N1CCN(c2ccccc2)CC1 (some centres undefined) | ?
Cc1ccc(CNC(=O)c2cc3cn(C(C)C)cc3s2)o1 | ?
Cc1cc(C)n(CCC(=O)NCc2cccnc2Oc2ccccc2F)n1 | -31.8%
COc1ccc(Cl)cc1NC(=O)C1CCN(c2nnc(C)c3c(C)n(-c4ccccc4)nc23)CC1 | -20.1%
Continued.
SMILES | KDM5B inh
CCOc1cc(C(=O)Oc2ccc(C#N)cc2OC)cc(OCC)c1OCC | -18.8%
O=C(c1cc(F)ccc1Cl)N1CCC(n2cc(-c3nc(-c4ccccc4)no3)nn2)C1 (centres undefined) | 12.0%
Cc1ccc(O)c(C(=O)N(C)Cc2cccc(F)c2)c1 | 15.7%
O=C([C@@H]1C[C@H](F)CN1S(=O)(=O)Cc1ccccc1)N1CCc2ccccc2C1 | -1.6%
CC(C)Oc1ccc(C(=O)N2CC(c3nnc(-c4ccncc4)o3)C3(CCOCC3)C2)cc1 (centres undefined) | 18.4%
COc1cccc(N2CCN(c3nc(C(=O)NCc4ccncc4)cs3)CC2)c1 | ?
Cc1ccc(-c2cnc([C@@H]3COCCN3Cc3ccccc3F)[nH]2)cc1 | 18.4%[86.2 µM]
Cc1ccc(CN2CCCn3nc(C(=O)NCc4ccccc4Cl)cc3C2=O)cc1 | -21.5%
S=c1[nH]c(-c2cccc(Cl)c2)cs1 | ?
CC(=O)Nc1ccc2c(CSc3nncs3)cc(=O)oc2c1 | ?
O=C(NCCS(=O)(=O)N1CCN(c2ccccc2F)CC1)C1CC(=O)N(c2ccc(F)cc2)C1 (centres undefined) | ?
CCOC(=O)c1c(C)c(-c2ccccc2)n(CC(=O)Nc2ccc(OC)cc2OC)c1C | 11.7%
COc1ccc(OC)c2[nH]c(C(=O)NCC(=O)Nc3nc(C)cs3)cc12 | 29.2%
CCn1nc(C(=O)Nc2ccc(OC)c(NC(C)=O)c2)c2ccccc2c1=O | 19.1%
O=C(NCc1cccs1)c1ccc2c(c1)n(Cc1cccc(F)c1)c(=O)c1ccnn12 | 28.2µM*
